# aSyn rescue = rescues yeast growth from alpha-synuclein toxicity. Yeast expressing alpha-synuclein, growth rescue, BacTiter-Glo, 24 h. Potency, µM (highest dose often 46.1 µM), without a hit: at the top dose growth rescue (activation), hits mostly activators. 370,000 tested, 0.14% active. AID 652106; also: potency is read from the fitted curve at half-maximal effect; % of control where 0% means no effect; nearly all actives have a fitted effect of over 65% in size
#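 Galactose-induced alpha-syn yeast (OD600=0.02, raffinose-pregrown) + pinned cpd, 24 hr, 30 deg C; growth by BacTiter-Glo luminescence. Growth restoration scores as activation.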
# EPAC2 agonist = EPAC2 (human) agonism | EPAC2 activation, biochemical qHTS; response scale: 100% = 6.5 mM cAMP response | 360,000 tested, 0.079% active | Potency, µM (top dose mostly 154 µM), inactives show at the highest dose activation, hits mostly activators | AID 720711; also: potency is read from the fitted curve at half-maximal effect; nearly all actives have a fitted effect of over 50% in size
#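 Exchange assay: 100 nM EPAC2 with 250 nM Rap1B-BODIPY-GDP and 50 uM GDP. Fluorescence (ex 480/em 540 nm) read every 5 min for 30 min at room temperature. Data normalized to 6.5 mM cAMP as agonist control.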
# EPAC2 antag = antagonists of human EPAC2; Q8WZA2; EPAC2 GEF exchange of Rap1B-BODIPY-GDP, fluorescence; Potency, µM (doses to about 114 µM), inactives show at the highest dose activity, negative = inhibition, actives largely listed as inhibitors; 360,000 tested, 0.18% active; also: potency is read from the fitted curve at half-maximal effect; % is scaled to controls: 0 for no effect and ±100 for the full control effect; nearly all actives have a fitted effect of over 45% in size; many of its hits are not listed in these tables
# DRD3 antagonist = D3 dopamine receptor (human) antagonism | 360,000 tested, 2.5% active | D3R cells, DiscoveRx beta-arrestin luminescence, antagonist mode; hits give low values | max response, negative = inhibition, % | P35462; in the data active = max response below about -50%; inconclusive = no clear call, values can overlap the other calls; also: % is scaled to controls: 0 for no effect and ±100 for the full control effect; mostly tested at two doses, the higher about 12 µM
# Target sequence (P35462 whole entry, looked up): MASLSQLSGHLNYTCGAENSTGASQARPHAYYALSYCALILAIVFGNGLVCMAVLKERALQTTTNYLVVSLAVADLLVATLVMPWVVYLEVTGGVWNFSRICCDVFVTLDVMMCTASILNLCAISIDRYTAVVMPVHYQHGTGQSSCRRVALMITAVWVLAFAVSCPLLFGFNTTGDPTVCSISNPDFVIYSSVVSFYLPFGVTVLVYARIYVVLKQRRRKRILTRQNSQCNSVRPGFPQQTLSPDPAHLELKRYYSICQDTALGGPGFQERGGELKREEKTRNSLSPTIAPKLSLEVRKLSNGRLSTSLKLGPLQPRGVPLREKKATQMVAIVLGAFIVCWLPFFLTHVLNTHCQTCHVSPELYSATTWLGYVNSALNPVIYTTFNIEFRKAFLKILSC
#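 Cells expressing the human receptor were seeded at 1500 cells/well, incubated overnight at 37 degrees C in 5% CO2, then exposed to library compounds with dopamine controls for 90 minutes at 37 degrees C before luminescent detection.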
# Abeta rescue = A-beta toxicity reversal in yeast; yeast expressing A-beta42, growth rescue, OD600, 48 h; response scale: 0% DMSO, 100% iron-clioquinol control; Potency, µM (top dose mostly 46.1 µM), inactives show at the top dose growth rescue, usual class: activators; 410,000 tested, 0.063% active; AID 1347071; also: potency is read from the fitted curve at half-maximal effect; nearly all actives have a fitted effect of over 55% in size
#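 Growth rescue measured by 600 nm absorbance after 48 h yeast culture at 30 C with compound. Values normalized between DMSO and an equimolar ferric chloride plus clioquinol control.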
# FUS yeast rescue = rescues growth of FUS-expressing yeast; S. cerevisiae FUS-expressing, growth rescue, OD600, 24 h; Potency, µM (doses to about 76.6 µM), inactives show at the highest dose growth rescue (activation), usual class: activators; 390,000 tested, 0.24% active;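 also: potency is read from the fitted curve at half-maximal effect; plate controls were DMSO vehicle for no effect and reference control for full effect; nearly all actives have a fitted effect of over 55% in size; some results filed as inactive show a strong effect at the top dose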
#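 S. cerevisiae expressing FUS from galactose induction served as the toxicity model. Growth after 24hr at 30C, read as absorbance at 600 nm, indicates suppression of toxicity; compounds dosed at several concentrations.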
# TDP43 rescue = TDP-43 toxicity inhibition in yeast; TDP-43 expressing yeast growth rescue, BacTiter-Glo, 24 h; Potency, µM (doses to about 46.1 µM), inactives show at the top dose growth rescue (activation), hits mostly activators; 410,000 tested, 1.8% active; AID 652104; also: potency is read from the fitted curve at half-maximal effect; % of control where 0% means no effect; nearly all actives have a fitted effect of over 50% in size
#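 Yeast cells expressing TDP-43 under galactose induction are exposed to compounds for 24 hr at 30 deg C. BacTiter-Glo luminescence measures growth, so protective compounds score as activators.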
# DRD3 agonist = activates the human D3 dopamine receptor; max activation, %; AID 652048; P35462; D3R DiscoveRx beta-arrestin cells, luminescence, 90 min; 410,000 tested, 0.58% active; in the data active = max activation above about 30%; also: 0% is about no effect; mostly tested at two doses, the higher about 12 µM
#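 Cells at 1500/well, incubated overnight, then treated with pinned compounds (dopamine as control) for 90 min at 37 degrees C. DiscoveRx reagent added for 30 - 60 minutes at room temperature; luminescence read.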
# Numbers without * were called inactive; ? = inconclusive; . = no result given; [ ] = dose if it differs, or a comment. Unless noted, calls follow the shape of the dose curve; as a rule, active = well fitted curve in the direction sought with a large enough effect; inconclusive = small, poorly fitted or top-dose-only effect, or another doubt; inactive = no such curve, though single readings can be large; an effect the other way counts as inactive or inconclusive.
SMILES,aSyn rescue,EPAC2 agonist,EPAC2 antag,DRD3 antagonist,Abeta rescue,FUS yeast rescue,TDP43 rescue,DRD3 agonist
COc1ccccc1C(=O)CSc1cccc[n+]1[O-],1%,11%,3%,-1,0%,-12%,-1%,5
CCC1(CC)NC(=O)N(CC(=O)OCC(=O)Nc2ccc(C(F)(F)F)cc2)C1=O,10%,-6%,-22%,10,3%,9%,7%,4
Cc1ccc(C)c(NS(=O)(=O)c2ccc3c(c2)NC(=O)CCS3)c1,0%,3%,-18%,-4,-2%,-5%,-4%,3
COC(=O)c1c(NS(=O)(=O)c2ccc3ccccc3c2)sc2c1CCCC2,0%,11%,13%,-26,-3%,31%,-29%,0
Cc1cccc(C)c1NC(=O)CN(C)C(=O)c1ccccc1Sc1ccccc1C#N,1%,2%,-3%,2,1%,7%,13%,1
COc1cccc(CN(C(=O)/C=C/c2ccco2)C2CCS(=O)(=O)C2)c1 (stereo unspecified),4%,-4%,-9%,7,-8%,32%,-2%,2
Clc1ccc(-c2nc3ccccn3c2CN2CCOCC2)cc1,-5%,11%,-1%,16,8%,5%,-6%,0
C[C@H]1CN([C@@H](C)CO)C(=O)c2cc(-c3cccc(F)c3)cnc2O[C@@H]1CN(C)S(C)(=O)=O,-6%,5%,-17%,17,6%,-4%,11%,3
COc1cc(C2c3[nH]c4ccccc4c3C[C@@H]3C(=O)N(Cc4ccco4)CC(=O)N23)cc(OC)c1OC (stereo partly specified),10%,2%,-13%,12,1%,36%,2%,3
CCSc1nc2cc(C(=O)OC)ccc2c(=O)n1CC,2%,10%,6%,-11,-5%,-10%,-19%,1
CN(C)CCOCCSc1ccc(Cl)cc1,-5%,-1%,0%,-86*,-16%,3%,-26%,-28
C[C@@H]1CN([C@H](C)CO)C(=O)c2cc(NC(=O)Nc3ccc(F)cc3)ccc2O[C@@H](C)CCCCO[C@H]1CN(C)S(=O)(=O)c1cccs1,6%,-6%,2%,-8,6%,?,8%,4
Cc1cc(C)cc(NC(=O)C2CCCN(c3cnccn3)C2)c1 (stereo unspecified),.,.,.,.,1%,27%,?,6
CC(C(=O)Nc1ccc(F)c(Cl)c1)N1Cc2ccccc2C1=O (stereo unspecified),.,.,.,.,-3%,-6%,10%,-8
O=C/C(=C\Nc1ccccn1)c1nc2cc(Cl)ccc2o1,1%,9%,-5%,1,-30%,23%,1%,-2
CCN1CNC(=S)N(Cc2ccccc2)C1,5%,0%,-2%,4,5%,.,5%,1
NC(=O)c1cc([N+](=O)[O-])ccc1NCc1ccc(C(=O)O)cc1,-1%,6%,15%,2,-11%,-13%,14%,-6
CCOc1ccc(N(CC(=O)NCC2CCCO2)S(=O)(=O)c2ccc(Cl)cc2)cc1 (stereo unspecified),-7%,10%,1%,-19,-20%,-2%,-10%,-8
CCC(=O)NC(Nc1cc(C)cc(C)n1)(C(F)(F)F)C(F)(F)F,?,-3%,-3%,2,11%,12%,2%,-6
CCCC(NS(=O)(=O)c1ccc(C)cc1)C(=O)O (stereo unspecified),2%,4%,10%,7,3%,-18%,-3%,0

# For reference, some entries already given.
SMILES,aSyn rescue,EPAC2 agonist,EPAC2 antag,DRD3 antagonist,Abeta rescue,FUS yeast rescue,TDP43 rescue,DRD3 agonist
CCC1(CC)NC(=O)N(CC(=O)OCC(=O)Nc2ccc(C(F)(F)F)cc2)C1=O,10%,-6%,-22%,10,3%,9%,7%,4
Cc1ccc(C)c(NS(=O)(=O)c2ccc3c(c2)NC(=O)CCS3)c1,0%,3%,-18%,-4,-2%,-5%,-4%,3
COC(=O)c1c(NS(=O)(=O)c2ccc3ccccc3c2)sc2c1CCCC2,0%,11%,13%,-26,-3%,31%,-29%,0
Cc1cccc(C)c1NC(=O)CN(C)C(=O)c1ccccc1Sc1ccccc1C#N,1%,2%,-3%,2,1%,7%,13%,1
COc1cccc(CN(C(=O)/C=C/c2ccco2)C2CCS(=O)(=O)C2)c1 (stereo unspecified),4%,-4%,-9%,7,-8%,32%,-2%,2
Clc1ccc(-c2nc3ccccn3c2CN2CCOCC2)cc1,-5%,11%,-1%,16,8%,5%,-6%,0
C[C@H]1CN([C@@H](C)CO)C(=O)c2cc(-c3cccc(F)c3)cnc2O[C@@H]1CN(C)S(C)(=O)=O,-6%,5%,-17%,17,6%,-4%,11%,3
COc1cc(C2c3[nH]c4ccccc4c3C[C@@H]3C(=O)N(Cc4ccco4)CC(=O)N23)cc(OC)c1OC (stereo partly specified),10%,2%,-13%,12,1%,36%,2%,3
CCSc1nc2cc(C(=O)OC)ccc2c(=O)n1CC,2%,10%,6%,-11,-5%,-10%,-19%,1
CN(C)CCOCCSc1ccc(Cl)cc1,-5%,-1%,0%,-86*,-16%,3%,-26%,-28
C[C@@H]1CN([C@H](C)CO)C(=O)c2cc(NC(=O)Nc3ccc(F)cc3)ccc2O[C@@H](C)CCCCO[C@H]1CN(C)S(=O)(=O)c1cccs1,6%,-6%,2%,-8,6%,?,8%,4
Cc1cc(C)cc(NC(=O)C2CCCN(c3cnccn3)C2)c1 (stereo unspecified),.,.,.,.,1%,27%,?,6

# Going on with the list.
SMILES,aSyn rescue,EPAC2 agonist,EPAC2 antag,DRD3 antagonist,Abeta rescue,FUS yeast rescue,TDP43 rescue,DRD3 agonist
CCCCCCCCSc1nnc(-c2ccc(OC)cc2)o1,0%,2%,-5%,4,8%[9.22 µM],-66%,8%,-4
Cc1cccc(N2N=C(C(=O)OCC(=O)c3ccccc3)CCC2=O)c1,-8%,11%,-3%,-12,25%,5%,25%,1
Cc1ccc(C(c2sc3nc(-c4ccco4)nn3c2O)N2CCN(c3ccc(F)cc3)CC2)cc1 (stereo unspecified),.,.,.,.,3%,-15%,19%,6
CC1(c2nnc(-c3ccc(F)cc3)o2)CC(c2c(Cl)cccc2Cl)=NO1 (stereo unspecified),-11%,12%,-2%,65,1%,29%,35µM*,25
COc1ccc(C(C)=O)cc1COC(=O)CNC(=O)c1ccc(Cl)cc1,1%,10%,5%,4,12%,-6%,21%,8
Cc1cc(F)ccc1S(=O)(=O)N1CCCCC1CCNC(=O)C(=O)NCc1ccccn1 (stereo unspecified),8%,4%,7%,-26,2%,19%,10%,-5
c1csc(-c2csc3nc(CN4CCOCC4)nc(NCc4ccc5c(c4)OCO5)c23)c1,1%,16%,-2%,-25,9%,30%,11%,-2
Cc1nnc(NC(=O)c2ccc3nccnc3c2)s1,-3%,7%,17%,-10,-11%,18%,-30%,-6
CCOc1ccc(CCNC(=O)c2cc3c(s2)-c2ccccc2OC3)cc1OCC,-10%,.,.,.,6%,25%,5%,-6
COC(=O)c1ccc(CNC(=O)c2ccc3c(c2)S(=O)(=O)N=C2CCCCCN23)cc1,9%[1.84 µM],0%,4%,6,-1%,14%,7%,4
C=CCn1c2ccccc2c2n[nH]c(=S)nc21,-3%,12%,-2%,2,-16%,-4%,24%,-4
O=c1[nH]c(C(F)(F)F)nc2c1nnn2Cc1ccccc1F,-1%,-3%,7%,-29,-1%,15%,-1%,4
COc1ccc(N2CCN(C(=O)c3cccc4nc(C)oc34)CC2)cc1,3%,12%,-3%,-9,-17%,10%,-7%[9.22 µM],7
Cc1cc(NC(=O)CSc2cn(CCNC(=O)c3ccc(F)cc3)c3ccccc23)no1,-4%,-1%,-4%,19,5%,19%,4%,-5
CCCCNC(=S)NNC(=O)CCn1nc(C)c(Br)c1C,-7%,6%,-11%,?,11%,45%,0%,-74
C/C(=N\NC(=O)C1(C)CC1(Br)Br)c1cccc(NC(=O)C(C)(C)C)c1 (stereo unspecified),-3%,-2%,-1%,-8,3%,.,20%,2
CC(=O)Nn1c(COc2ccccc2C)nc2ccccc2c1=O,-1%,-6%,-1%,-3,1%,9%,-10%,-1
CCn1c(N)c(C(=O)NC)sc1=S,-26%,0%,12%,-22,-17%,16%,1%,3
C[C@H](CO)N1C[C@H](C)[C@@H](CN(C)S(=O)(=O)c2cccs2)Oc2c(NC(=O)C3CCCCC3)cccc2C1=O,1%,1%,-13%,-14,6%,42%,3%,-9
COc1ccc2c(c1)c1c(c(=O)n(-c3ccc(F)c(Cl)c3)c(=O)n1Cc1ccccc1C)n2C,.,.,.,.,-3%,1%,18%,5
Clc1ccccc1Nc1nc(NCc2cccs2)nc2ccsc12,-12%,3%,3%,32,1%,-8%,?,8
CCOC(=O)C1=C(C)N(c2ccc(OC)cc2)C(=O)/C1=C\c1ccc(O)c(OCC)c1,7%,9%,4%,-26,13%,?,12%,-2
CN(C)CCCCCCCCCCC(=O)/C=N/O,-4%,-1%,-8%,-18,3%,6%,-13%,-15
Cc1ccn2c(=O)nc(SCC(=O)Nc3cccc4ccccc34)nc2c1,15%,8%,3%,-2,28%,22µM*,-2%,1
CC(=O)c1ccccc1OCCn1nc(C(=O)O)c2ccccc2c1=O,2%,13%,-2%,-18,-10%,0%,8%,6
O=C(c1ccco1)N1CCN(Cc2cccc3ccccc23)CC1,-8%,11%,-7%,-14,10%,19%,-2%,32*
O=C(O)c1ccc(NS(=O)(=O)c2cc(C(=O)O)ccc2Br)cc1,3%,6%,-7%,-30,4%,12%,3%,5
C=CCNC(=O)c1c(CSc2ccc(F)cc2)noc1C(=O)NCCC,2%,6%,-1%,-2,2%,-22%,0%,1
C[C@H]1CN([C@@H](C)CO)C(=O)Cc2cc(NC(=O)CCC(F)(F)F)ccc2O[C@H]1CN(C)S(=O)(=O)c1ccc(F)cc1,1%,-3%,4%,30,9%,19%,13%,6
O=C(COc1cccc2c1CCN(Cc1ccccc1F)C2=O)N1CCCCC1,15%,-4%,9%,4,-2%,11%,?,2
Oc1ccc(/C=N/Nc2ncc(Br)cn2)c(O)c1,18µM*,-16%,-9%,0,17%,-6%,10%,-2
Cn1c(Cc2cccc3ccccc23)nnc1SCc1ccc([N+](=O)[O-])cc1,1%,0%,-3%,?,14%,?,?,-4

# Compound profiles, from the list above. Order of values: aSyn rescue, EPAC2 agonist, EPAC2 antag, DRD3 antagonist, Abeta rescue, FUS yeast rescue, TDP43 rescue, DRD3 agonist
# Entry for C[C@H]1CN([C@@H](C)CO)C(=O)Cc2cc(NC(=O)CCC(F)(F)F)ccc2O[C@H]1CN(C)S(=O)(=O)c1ccc(F)cc1 : 1%, -3%, 4%, 30, 9%, 19%, 13%, 6
# Entry for Clc1ccccc1Nc1nc(NCc2cccs2)nc2ccsc12 : -12%, 3%, 3%, 32, 1%, -8%, ?, 8

# A portion of the library; count on the stated rates, not on these rows.
